NALP1 yeast inh: NALP1 inflammasome inhibitors in reconstituted yeast, colorimetric, S. cerevisiae, triplicate retest; S. cerevisiae NALP1/ASC/caspase-1 growth, X-gal OD620, 72 h; inhibition, % at 10 µM; actives 0.61% (n = 280,000); AID 2071, 2009; in the data active = inhibition mostly above about 24%, no sharp cut-off; inactive = mostly below about 32%; also: some compounds called inactive have numbers as strong as hits
V1aR counter: agonists of human V1a receptor, primary screen, counter-screen for OXTR agonist project, fluorescence, CHO-V1R cells. AID 2797, 2010. activation, % at 3 µM. Vasopressin V1a receptor (Homo sapiens), P37288. actives 0.25% (n = 320,000). Fluo-8 calcium fluorescence, agonist mode; 0% DMSO, 100% 3 nM vasopressin;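 active = activation above the mean activation of all tested compounds plus 3 SD, per screening run, cut at about 20% in these data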;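 also: signal is peak over basal fluorescence ratio across a 100 second FLIPR read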
Target sequence (P37288 whole entry, looked up): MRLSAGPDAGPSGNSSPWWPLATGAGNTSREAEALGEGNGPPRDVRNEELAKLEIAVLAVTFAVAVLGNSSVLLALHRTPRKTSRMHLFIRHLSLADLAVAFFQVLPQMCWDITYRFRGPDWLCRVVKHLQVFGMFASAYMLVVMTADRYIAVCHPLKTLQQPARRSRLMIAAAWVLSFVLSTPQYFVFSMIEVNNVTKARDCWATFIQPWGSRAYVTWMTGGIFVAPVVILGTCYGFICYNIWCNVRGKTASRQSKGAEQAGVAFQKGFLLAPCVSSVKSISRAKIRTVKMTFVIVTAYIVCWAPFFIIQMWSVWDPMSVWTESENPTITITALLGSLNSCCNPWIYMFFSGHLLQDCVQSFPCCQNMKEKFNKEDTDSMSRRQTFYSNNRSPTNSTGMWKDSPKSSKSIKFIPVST
MEKK2wt PB1 HTS: modulators of MEK5 binding to wildtype MEKK2, primary screen, biochemical, multiplex bead flow cytometry, Alexa488-MEK5 | Alexa488-MEK5 binding to MEKK2 WT; actives lie on both sides | actives 1.1% (n = 290,000) | Mitogen-activated protein kinase kinase kinase 2 (Homo sapiens), Q9Y2U5 | binding response (% of control), % at 10 µM; in the data active = binding response below about 67% or above about 130%
PHOSPHO1 block: PubChem AID 1565; Phosphoethanolamine/phosphocholine phosphatase (Homo sapiens), Q8TCT1; recombinant PHOSPHO1, absorbance phosphatase assay; inhibition, % at 13.3 µM; actives 1.1% (n = 290,000); in the data active = inhibition above about 60%
OXTR agonist: human OXTR agonists, primary screen, fluorescence, CHO-OTR cells, Fluo-8 calcium; actives 0.32% (n = 320,000); activation, % at 3 µM; Oxytocin receptor (Homo sapiens), P30559; Fluo-8 calcium fluorescence; normalized: DMSO 0%, oxytocin 100%; AID 2435, 2010;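 active = activation above the mean of all tested compounds plus 3 SD, cutoff set per screening run, cut at about 20% in these data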;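 also: peak over basal fluorescence ratio from a 100 s FLIPR kinetic read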
MEKK2 mut-MEK5: MEK5 binding signal on mutant MEKK2 PB1, primary screen, biochemical, multiplex bead flow cytometry, Alexa488-MEK5; Alexa488-MEK5 binding to MEKK2 mutant; percent response, % at 10 µM; actives 0.35% (n = 290,000); AID 1530, 2009; in the data active = percent response above about 24%, passing the limit was not always enough; also: inactives centre near 1; some results filed as inactive read as strong as hits; reference of the scale not given here
MEKK3 PB1 HTS: modulators of MEKK3-MEK5 PB1 binding, primary screen, biochemical, wildtype MEKK3, multiplex bead flow cytometry, Alexa488-MEK5; Mitogen-activated protein kinase kinase kinase 3 (Homo sapiens), Q99759; bead-based flow cytometry, Alexa488-MEK5 binding to MEKK3; actives lie on both sides; 0 = blocked by unlabeled MEK5, 100 = vehicle; binding response (% of control), % at 10 µM; actives 1.4% (n = 290,000);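 active = binding response more than 3 SD above or below the average of its plate-row segment, actives on both sides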;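 also: Alexa488 bead fluorescence after subtracting the streptavidin-only scavenger bead signal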
Target sequence (Q99759 whole entry, looked up): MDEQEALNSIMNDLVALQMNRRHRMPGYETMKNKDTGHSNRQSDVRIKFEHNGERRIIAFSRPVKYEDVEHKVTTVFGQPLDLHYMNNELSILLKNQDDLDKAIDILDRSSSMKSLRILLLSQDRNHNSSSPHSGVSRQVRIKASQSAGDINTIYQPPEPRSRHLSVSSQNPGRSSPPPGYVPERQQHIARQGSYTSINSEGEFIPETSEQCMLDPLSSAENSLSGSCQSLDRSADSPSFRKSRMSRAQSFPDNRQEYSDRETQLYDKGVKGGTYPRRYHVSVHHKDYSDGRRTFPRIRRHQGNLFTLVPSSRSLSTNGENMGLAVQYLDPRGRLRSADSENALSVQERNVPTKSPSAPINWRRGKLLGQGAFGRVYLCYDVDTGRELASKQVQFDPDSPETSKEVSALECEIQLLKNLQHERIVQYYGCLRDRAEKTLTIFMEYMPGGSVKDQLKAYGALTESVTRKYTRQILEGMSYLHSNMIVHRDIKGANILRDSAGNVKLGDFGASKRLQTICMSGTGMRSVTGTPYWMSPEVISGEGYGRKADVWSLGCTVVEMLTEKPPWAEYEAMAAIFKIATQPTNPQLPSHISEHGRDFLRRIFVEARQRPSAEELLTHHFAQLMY
GPR7 antag: GPR7 receptor antagonists, primary screen, cell-based, fluorescence, single concentration; inhibition, % at 4.4 µM; Neuropeptides B/W receptor type 1 (Homo sapiens), P48145; GPR7-expressing cells, fluorescence antagonist assay; actives 1.1% (n = 290,000); in the data active = inhibition above about 16%, passing the limit was not always enough;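 also: cells stimulated with the agonist NPW; 0% = agonist with vehicle and 100% = vehicle without agonist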
GalR3 antag: GalR3 antagonists in HEK293 cells, primary screen, cell-based, fluorescence readout; HEK293 GalR3-CNG cAMP membrane potential fluorescence; galR3 body fused to GalR1 C-terminus; inhibition, % at 3 µM; actives 0.44% (n = 360,000);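 active = inhibition above the screen-wide average plus 3 SD, cut at about 13% in these data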;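 also: forskolin and galanin both at EC90 stimulate the cells; cAMP rise reported by CNG channel membrane potential dye signal; 0% = forskolin plus galanin with DMSO and 100% = forskolin alone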
* hit, by the source's call. Hits appear at their usual frequency; overall some 5.4% were active at least once.

`COc1ccc(N(CC(O)Cn2nnc3ccccc32)S(=O)(=O)c2ccc(C)cc2)cc1` (configuration not stated) gave NALP1 yeast inh 12, V1aR counter 0.3, MEKK2wt PB1 HTS 106, PHOSPHO1 block 17, OXTR agonist -0.8, MEKK2 mut-MEK5 4, MEKK3 PB1 HTS 103, GPR7 antag -2 and GalR3 antag -1.
Screening O=C(Nc1cccc2c1C(=O)NC2=O)c1ccccc1[N+](=O)[O-] returned NALP1 yeast inh 0, V1aR counter 0.6, MEKK2wt PB1 HTS 105, PHOSPHO1 block 20, OXTR agonist 1.9, MEKK2 mut-MEK5 1, MEKK3 PB1 HTS 103, GPR7 antag -13 and GalR3 antag -8.
S=c1[nH]nc(-c2cccs2)n1C1CCCCC1 was read as NALP1 yeast inh -12, V1aR counter -1.4, MEKK2wt PB1 HTS 56, PHOSPHO1 block -40, OXTR agonist -0.9, MEKK2 mut-MEK5 -18, MEKK3 PB1 HTS 59, GPR7 antag -1 and GalR3 antag -3.
Screening O=C(c1cc2ccccc2oc1=O)N1CCN(S(=O)(=O)c2ccccc2)CC1 returned NALP1 yeast inh 7, V1aR counter 0.3, MEKK2wt PB1 HTS 103, PHOSPHO1 block 58, OXTR agonist -0.2, MEKK2 mut-MEK5 3, MEKK3 PB1 HTS 103, GPR7 antag -14 and GalR3 antag 1.
CCOc1ccc(N(CC(=O)Nc2ccc(C)c(Cl)c2)S(C)(=O)=O)cc1 was read as NALP1 yeast inh 14, V1aR counter 0.1, MEKK2wt PB1 HTS 110, PHOSPHO1 block -18, OXTR agonist 0.6, MEKK2 mut-MEK5 6, MEKK3 PB1 HTS 105, GPR7 antag 4 and GalR3 antag -3.
`CN(C)CCCn1c(SCC(=O)Nc2nc(-c3cccc(Br)c3)cs2)nc2ccccc2c1=O` gave V1aR counter 0.1, MEKK2wt PB1 HTS 265*, PHOSPHO1 block 30, OXTR agonist 1.8, MEKK2 mut-MEK5 55*, MEKK3 PB1 HTS 128*, GPR7 antag -1 and GalR3 antag -5.
For CCOc1ccc(N2CC(C(=O)Nc3nnc(Cc4ccc(OC)c(OC)c4)s3)CC2=O)cc1 (configuration not stated) the results were NALP1 yeast inh -5, V1aR counter -0.5, MEKK2wt PB1 HTS 103, PHOSPHO1 block 23, OXTR agonist -0.6, MEKK2 mut-MEK5 -1, MEKK3 PB1 HTS 99, GPR7 antag -3 and GalR3 antag -9.
`COc1ccc(Nc2nc(C)nc3c2nnn3Cc2ccccc2Cl)c(OC)c1` gave NALP1 yeast inh 9, V1aR counter 0.2, MEKK2wt PB1 HTS 109, PHOSPHO1 block 25, OXTR agonist -0.3, MEKK2 mut-MEK5 5, MEKK3 PB1 HTS 107, GPR7 antag -4 and GalR3 antag -3.
`COc1ccc(NC(=O)c2cc(-c3ccco3)on2)cc1` gave NALP1 yeast inh 11, V1aR counter -0.3, MEKK2wt PB1 HTS 59, PHOSPHO1 block -5, OXTR agonist 0.2, MEKK2 mut-MEK5 -30, MEKK3 PB1 HTS 57, GPR7 antag 7 and GalR3 antag 5.
`CC(C)c1nnc(NC(=O)c2nc(S(=O)(=O)Cc3ccc(F)cc3)ncc2Cl)s1` gave NALP1 yeast inh -20, V1aR counter -0.1, MEKK2wt PB1 HTS 95, PHOSPHO1 block 24, OXTR agonist -0.2, MEKK2 mut-MEK5 1, MEKK3 PB1 HTS 98, GPR7 antag 1 and GalR3 antag -9.
For NC(=S)N=Nc1c(O)n(Cc2ccc(F)cc2)c2ccccc12 the results were NALP1 yeast inh 15, V1aR counter -0.9, MEKK2wt PB1 HTS 97, PHOSPHO1 block -1, OXTR agonist -2.7, MEKK2 mut-MEK5 13, MEKK3 PB1 HTS 100, GPR7 antag -7 and GalR3 antag -5.
For O=C(/C=C/c1ccccc1)NNc1ccc(Cl)cc1 the results were NALP1 yeast inh 7, V1aR counter 0.3, MEKK2wt PB1 HTS 95, PHOSPHO1 block 4, OXTR agonist -0.8, MEKK2 mut-MEK5 -4, MEKK3 PB1 HTS 101, GPR7 antag 3 and GalR3 antag 6.
COc1cccc(CNC(=O)c2nnn(CC(=O)Nc3cc(Cl)ccc3C)c2N)c1 was read as NALP1 yeast inh 8, V1aR counter 0.4, MEKK2wt PB1 HTS 98, PHOSPHO1 block 48, OXTR agonist 2.4, MEKK2 mut-MEK5 3, MEKK3 PB1 HTS 102, GPR7 antag -6 and GalR3 antag -11.
For CCC(C)[C@H](NC(=O)[C@@H]1CSC2c3ccccc3C(=O)N21)C(=O)NCC1CCCO1 (some centres not stated) the results were NALP1 yeast inh 4, V1aR counter 1.2, MEKK2wt PB1 HTS 97, PHOSPHO1 block 44, OXTR agonist -0.5, MEKK2 mut-MEK5 1, MEKK3 PB1 HTS 101, GPR7 antag 5 and GalR3 antag 3.
Screening COC(=O)c1sc(NC(=O)c2ccc([N+](=O)[O-])o2)c(C#N)c1C returned V1aR counter 11, MEKK2wt PB1 HTS 94, PHOSPHO1 block -1, OXTR agonist 16, MEKK2 mut-MEK5 1, MEKK3 PB1 HTS 93, GPR7 antag -12 and GalR3 antag 2.
`Cc1ccc(NC(=O)N2CCc3ccccc3C2)c(C)c1` gave NALP1 yeast inh 7, V1aR counter 1.4, MEKK2wt PB1 HTS 101, PHOSPHO1 block 21, OXTR agonist -1.4, MEKK2 mut-MEK5 -2, MEKK3 PB1 HTS 101, GPR7 antag -1 and GalR3 antag -1.
`COc1ccc(CCNC(=O)c2ccc(COc3ccccc3OC)o2)cc1` gave NALP1 yeast inh 0, V1aR counter 1.0, MEKK2wt PB1 HTS 107, PHOSPHO1 block 33, OXTR agonist -2.0, MEKK2 mut-MEK5 7, MEKK3 PB1 HTS 106, GPR7 antag 0 and GalR3 antag -9.
Screening O=C(CCNS(=O)(=O)c1ccc2c(c1)CCC(=O)N2)Nc1ccc2c(c1)OCCO2 returned NALP1 yeast inh -26, V1aR counter -0.8, MEKK2wt PB1 HTS 98, PHOSPHO1 block 18, OXTR agonist -0.9, MEKK2 mut-MEK5 0, MEKK3 PB1 HTS 101, GPR7 antag -19 and GalR3 antag -7.
For O=C(Nc1cccc(C(F)(F)F)c1)C1(c2ccccc2)CC1 the results were NALP1 yeast inh 18, V1aR counter -1.1, MEKK2wt PB1 HTS 95, PHOSPHO1 block -14, OXTR agonist -1.8, MEKK2 mut-MEK5 -1, MEKK3 PB1 HTS 95, GPR7 antag -10 and GalR3 antag -10.
For CC(C)c1ccc(-n2cnn(-c3ncccc3[N+](=O)[O-])c2=O)cc1 the results were NALP1 yeast inh 19, V1aR counter -0.8, MEKK2wt PB1 HTS 98, PHOSPHO1 block -1, OXTR agonist -0.6, MEKK2 mut-MEK5 -5, MEKK3 PB1 HTS 103, GPR7 antag 9 and GalR3 antag -5.
For O=C(Nc1ccc2c(c1)OCCO2)c1ccc(Br)cc1 the results were NALP1 yeast inh 17, V1aR counter 3.0, MEKK2wt PB1 HTS 100, PHOSPHO1 block 34, OXTR agonist -0.2, MEKK2 mut-MEK5 -1, MEKK3 PB1 HTS 104, GPR7 antag 12 and GalR3 antag -9.
`COC(=O)c1ccc(Cl)c(NC(=O)CSc2nnc(-c3ccncc3)o2)c1` gave NALP1 yeast inh 10, V1aR counter 0.6, MEKK2wt PB1 HTS 109, PHOSPHO1 block 38, OXTR agonist -0.2, MEKK2 mut-MEK5 9, MEKK3 PB1 HTS 104, GPR7 antag 6 and GalR3 antag 0.
Screening COc1ccc(NS(=O)(=O)c2cccc(NC(=O)NC3CCCCC3)c2)cc1 returned NALP1 yeast inh 19, V1aR counter 4.3, MEKK2wt PB1 HTS 120, PHOSPHO1 block -3, OXTR agonist 1.0, MEKK2 mut-MEK5 0, MEKK3 PB1 HTS 100, GPR7 antag -1 and GalR3 antag -4.
`Cc1cc(N/N=C2\CC(C)CC(C)(C)C2)nc2ccccc12` (configuration not stated) gave NALP1 yeast inh -7, V1aR counter -1.4, MEKK2wt PB1 HTS 112, PHOSPHO1 block 27, OXTR agonist -0.8, MEKK2 mut-MEK5 1, MEKK3 PB1 HTS 106, GPR7 antag -14 and GalR3 antag 11.
For Cc1nn(CC(=O)Nc2ccccc2)c(=O)c2ccccc12 the results were NALP1 yeast inh 0, V1aR counter -0.1, MEKK2wt PB1 HTS 100, PHOSPHO1 block 16, OXTR agonist -0.3, MEKK2 mut-MEK5 2, MEKK3 PB1 HTS 104, GPR7 antag -9 and GalR3 antag 6.
`COC(=O)[C@H](Cc1c[nH]c2ccccc12)NC(=O)CCCc1c[nH]c2ccccc12` gave NALP1 yeast inh 5, V1aR counter 18, MEKK2wt PB1 HTS 100, PHOSPHO1 block 28, OXTR agonist 6.6, MEKK2 mut-MEK5 0, MEKK3 PB1 HTS 101, GPR7 antag 12 and GalR3 antag -12.
`Cc1ccc(S(=O)(=O)N/N=C\c2ccccc2OCc2ccccc2)cc1` gave NALP1 yeast inh -1, V1aR counter 0.0, MEKK2wt PB1 HTS 102, PHOSPHO1 block 44, OXTR agonist -2.1, MEKK2 mut-MEK5 2, MEKK3 PB1 HTS 104, GPR7 antag -5 and GalR3 antag -4.
`CCCn1c(SCC(=O)Nc2nonc2C)nnc1-c1ccoc1C` gave NALP1 yeast inh 3, V1aR counter -0.6, MEKK2wt PB1 HTS 103, PHOSPHO1 block 11, OXTR agonist -0.1, MEKK2 mut-MEK5 2, MEKK3 PB1 HTS 102, GPR7 antag -7 and GalR3 antag 4.
For CC1=N/C(=C/c2cc(Br)cc(Br)c2O)C(=O)O1 the results were NALP1 yeast inh 4, V1aR counter 0.8, MEKK2wt PB1 HTS 106, PHOSPHO1 block 9, OXTR agonist 0.2, MEKK2 mut-MEK5 1, MEKK3 PB1 HTS 100, GPR7 antag 1 and GalR3 antag -7.
For CCOCCc1nnc(NC(=O)CN2C(=O)c3ccccc3C2=O)s1 the results were NALP1 yeast inh 8, V1aR counter 1.9, MEKK2wt PB1 HTS 89, PHOSPHO1 block 25, OXTR agonist 1.2, MEKK2 mut-MEK5 -8, MEKK3 PB1 HTS 83, GPR7 antag -9 and GalR3 antag 0.
O=C1CSC(c2cccc(F)c2)N1c1ccc(O)cc1 (configuration not stated) was read as NALP1 yeast inh 9, V1aR counter 1.2, MEKK2wt PB1 HTS 96, PHOSPHO1 block 1, OXTR agonist 0.7, MEKK2 mut-MEK5 -6, MEKK3 PB1 HTS 99, GPR7 antag 0 and GalR3 antag -5.
COc1ccc(C(C(=O)NC2CCCC2)N(C(=O)c2snc(-c3ccc(F)cc3)c2N)c2ccc(OC)cc2)cc1 (configuration not stated) was read as NALP1 yeast inh -4, V1aR counter 1.1, MEKK2wt PB1 HTS 102, PHOSPHO1 block 19, OXTR agonist 2.7, MEKK2 mut-MEK5 7, MEKK3 PB1 HTS 105, GPR7 antag -13 and GalR3 antag -6.

Assay outcomes as filed in PubChem BioAssay.
